Bioassay records as filed in PubChem BioAssay.
SIRT5 block: sirtuin-5 (human) deacylase inhibition. Q9NXA8. Purified SirT5, succinyl-peptide AMC, trypsin-coupled fluorescence. inhibition, % at 15 µM. 1.1% of 330,000 active. AID 652115; in the data active means inhibition above about 15%
Target sequence (Q9NXA8 whole entry, looked up): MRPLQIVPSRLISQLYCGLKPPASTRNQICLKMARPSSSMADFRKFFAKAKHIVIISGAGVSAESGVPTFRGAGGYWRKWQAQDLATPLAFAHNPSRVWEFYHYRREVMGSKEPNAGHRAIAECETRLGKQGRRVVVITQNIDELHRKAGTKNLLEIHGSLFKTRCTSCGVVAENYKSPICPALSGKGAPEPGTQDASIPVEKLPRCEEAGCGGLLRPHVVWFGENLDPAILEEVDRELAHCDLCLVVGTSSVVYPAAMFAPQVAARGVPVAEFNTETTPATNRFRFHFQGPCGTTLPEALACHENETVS
S100A4 MyoIIA: blocks human S100A4 binding to myosin IIA peptide. P26447. S100A4/TAMRA-MyoIIA peptide fluorescence polarization. inhibition, % at 10.7 µM. 0.14% of 360,000 active. AID 652163;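 active means mean inhibition of at least 70% across replicates, with every replicate also reaching that level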
Target sequence (P26447 whole entry, looked up): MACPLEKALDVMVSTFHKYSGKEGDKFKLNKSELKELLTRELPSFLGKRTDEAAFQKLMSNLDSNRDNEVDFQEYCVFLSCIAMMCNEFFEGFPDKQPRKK
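Test system – S100A4 monomer (human) · Compound – single-point compound testing · Schedule – 5 min incubation before reading · Probe or stimulus – TAMRA-labelled myosin IIA heavy-chain peptide probe, 5 nM · Benchmarks – neutral control DMSO, positive control TFP · Medium – Calcium-containing HEPES buffer, pH 7.2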
FN deposition inh: fibronectin deposition inhibition | inhibition, % at 12.6 µM | AH1F fibroblasts, Alexa488-fibronectin deposition fluorescence, overnight | 0.086% of 350,000 active;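 active means mean inhibition across replicates of 30% or more, regardless of how many single replicates reach that level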;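 further: positive control wells lacked labelled fibronectin entirely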
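Assay system: AH1F fibroblasts / Quantity: 10000 cells per well / Medium: DMEM plus 2% serum, read in PBS / Reagent: labelled fibronectin 24 nM / Dosing: single dose, pinned / Times: 1 h cell attachment, overnight exposure to compound and label / Signal: fluorescence, ex 485 nm, em 525 nm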
esBAF inh: inhibitors of esBAF chromatin remodeling in mouse ES cells | AID 602393 | reporter increase, % at 12.5 µM | Bmi1-luciferase knock-in reporter, 24 h; 100% = twice the neutral-well signal | 2% of 350,000 active; in the data active means activation above about 40%;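 further: 0% = median of the plate's neutral control wells and 100% = double that signal; a rise in the Bmi1 reporter signal indicates esBAF inhibition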
LGR2 antag: blocks bursicon-induced cAMP signaling via Drosophila LGR2 | HEK293 LGR2, CRE-luciferase, bursicon-stimulated, 4 h | inhibition, % at 9.99 µM | 0.35% of 380,000 active;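 active means drop in luminescence signal, shown as inhibition above about 50% in the replicate tests, limit read from the data, passing the limit was not always enough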;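 further: agonist challenge used bursicon conditioned medium at about half maximal strength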
C2C12 statin: protects C2C12 myotubes from simvastatin toxicity | ATP luminescence, 48 h; scaled: DMSO 0, geranylgeraniol control 100 | rescue of ATP level, % at 7.49 µM | 0.78% of 330,000 active | AID 602340;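 active means mean ATP rescue above about 67%, or every replicate alone reaching that limit, limit read from the data, passing the limit was not always enough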;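 further: myotubes were challenged with 10 µM simvastatin during compound exposure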
Casp6 inh: caspase-6 (human) enzyme inhibition; P55212; purified caspase-6, Z-VEID-R110 cleavage fluorescence; inhibition, % at 12.5 µM; 0.53% of 350,000 active; AID 686996;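 active means mean inhibition across replicates at least about 35%, with every replicate also reaching that limit, limit read from the data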;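 further: 0% = median of neutral control wells and 100% = no fluorescence left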
Target sequence (P55212 24-179 limits assumed): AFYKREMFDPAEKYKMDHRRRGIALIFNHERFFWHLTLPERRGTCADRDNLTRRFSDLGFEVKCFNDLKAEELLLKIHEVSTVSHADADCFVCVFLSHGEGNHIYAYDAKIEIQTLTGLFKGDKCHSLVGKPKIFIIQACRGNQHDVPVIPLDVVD
Target sequence (P55212 194-293 limits assumed): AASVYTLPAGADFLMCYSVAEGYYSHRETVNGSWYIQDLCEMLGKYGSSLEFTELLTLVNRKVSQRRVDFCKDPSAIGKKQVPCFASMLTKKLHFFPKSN
The depositor's hits bear a star; nt = no result given; & = joins results of further samples.

cpd	molecule	C2C12 statin	S100A4 MyoIIA	FN deposition inh	esBAF inh	SIRT5 block	LGR2 antag	Casp6 inh
1	COc1ccc(OCc2cc(C(=O)NC(C)Cc3ccccn3)no2)c(Cl)c1 (configuration not stated)	19	-2	-37	29	-4	-4	4
2	CCCN1CCN(C(=O)c2ccc(F)c(S(=O)(=O)N3CCOCC3)c2)CC1	-10	-5	2	-3	-3	18	-5
3	COc1cc(CNC2CCCCCCC2)ccc1OCC(N)=O	-1	-7	3	1	0	4	-2
4	CO[C@@H]1CN(C)C(=O)c2cc(NC(=O)C3CC3)ccc2OC[C@H](C)N(Cc2nccs2)C[C@@H]1C	-3	5	8	9	-2	10	3
5	COc1ccc(-c2nnn(Cc3ccccc3F)n2)cc1	2	nt	nt	64*	nt	-80	nt
6	COc1ccc(NC(=O)C/C(C)=N/NC(=O)C(=O)Nc2cccc(Cl)c2C)c(OC)c1	nt	-2	0	nt	2	-29	1
7	CCCn1c(C(C)Nc2nc(-c3cccc(Br)c3)cs2)nc2ccccc21 (configuration not stated)	-12	-1	-12	1	nt	1	-1
8	COc1cccc(CN(C)C(=O)CCN=C2NS(=O)(=O)c3ccccc32)c1	-13	-1	7	1	-1	-6	0
9	Cc1cccc(C)c1OCC(=O)N/N=C/c1ccncc1	3	-2	-1	5	-2	nt	0
10	COc1ccc(C(=O)Nc2ccc3c(c2)OC[C@H](C)NC[C@H](C)[C@@H](OC)CN(C)C3=O)cc1	nt	6	4	nt	4	-4	3
11	COc1cc2c(cc1OC)C1=C(C#N)CN(C3CCCCC3)CN1CC2	-13	-4	14	3	5	8	11
12	Cc1ccn2c(c1)nc(=O)c1cc(S(=O)(=O)N3CCCCC3)ccc12	26	-2	-3	-5	1	1	0
13	CO[C@@H]1CN(C)C(=O)c2ccc(NC(=O)C3CCC3)cc2OC[C@H](C)N(Cc2ccc(F)cc2)C[C@@H]1C	16	2	-1	-4	4	-16	-1
14	COc1ccc(C(=O)N2CCN(C(=O)c3ccncc3)CC2)cc1	9	nt	1	-10	nt	nt	nt
15	C[C@H](CO)N1C[C@H](C)[C@H](CN(C)C(=O)Nc2cccc3ccccc23)Oc2ccc(NS(=O)(=O)c3ccc(F)cc3)cc2C1=O	nt	-1	nt	0	4	-10	0
16	O=C(NCCCCc1ccccc1)C12CN(Cc3ccccc3)CC1C(c1ccc([N+](=O)[O-])cc1)=NO2 (configuration not stated)	11	0	-14	-6	nt	-4	0
17	COC(=O)C1=C(C)NC(=O)NC1c1ccc2ccccc2c1 (configuration not stated)	6	0	17	-9	-2	1	0
18	CCCCCn1c(N)c(-c2nc3ccccc3s2)c2c([N+](=O)[O-])nn(CC)c(=O)c21	-31	nt	0	7	nt	-5	nt
19	Cc1oc(-c2cccc(Cl)c2)nc1CS(=O)(=O)CC(=O)NCCCN1CCOCC1	-5	0	11	-5	-5	-17	3
20	CCOC(=O)c1c(C)n(-c2ccccc2)c2ccc(OCCN(C)C)cc12	3	-5	2	1	-5	-22	-3
21	CCCOc1cccc(C(=O)NC(=S)Nc2ccccc2)c1	-13	-1	-3	13	2	-62	5
22	CC1CCCCN1C(=O)c1ccccc1OC1CCN(S(C)(=O)=O)CC1 (configuration not stated)	nt	0	8	nt	0	41	-1
23	C[C@@H]1CN([C@H](C)CO)S(=O)(=O)c2ccc(-c3cncnc3)cc2O[C@H]1CN(C)Cc1ccncc1	-12	6	nt	0	17*	9	-1
24	Nc1nonc1-c1nc2ccccc2n1Cc1ccccc1	-13	nt	14	-16	nt	nt	nt
25	N#C[C@H]1[C@@H](c2ccc(C#CC3CCCCC3)cc2)[C@@H](CO)N1C(=O)c1cccc(F)c1	-39	-27	-2	2	-2	-5	1
26	CSc1nc2c(c(=O)[nH]1)C(c1cccc(Cl)c1Cl)CC(=O)N2 (configuration not stated)	nt	-3	-2	nt	1	8	-3
27	O=C(CCOc1ccccc1)Nc1cccc(S(=O)(=O)Nc2ccccc2Cl)c1	nt	-17	0	nt	1	10	-1
28	CCCNC(=O)N1CC2(CN(CC3CCOCC3)C2)c2c(n(C)c3cc(OC)ccc23)[C@@H]1CO	nt	9	nt	nt	-2	0	1
29	COc1cc(S(=O)(=O)N(C)C)ccc1F	6	nt	4	-6	nt	nt	nt
30	CCN(CC)C(=O)c1ccc(-c2nnc(Nc3ccc(C(=O)N(C)C)cc3)c3ccccc23)cc1	-10	3	8	4	0	16	-3
31	CC(C)NC(=O)Nc1cccc2c1O[C@H](CN(C)S(C)(=O)=O)[C@@H](C)CN([C@H](C)CO)C2=O	6&-31	-2&1	-12&-23	-1&-18	-2&3	-6&-5	-7&4
32	CN(C)C(=O)c1ccc(-c2ccc([C@@H]3[C@@H](CO)N(C(=O)C4CCOCC4)[C@H]3C#N)cc2)cc1	7	-2	9	11	2	-4	3
33	CCOCCn1ccc2c(OCC(=O)NCCc3ccc(OC)c(OC)c3)cccc2c1=O	5	1	1	-7	3	22	1
34	C=CCn1c(SCC(N)=O)nnc1-c1cc(Br)ccc1O	0	-4	22	-3	1	-4	3
35	O=C(O)[C@@H]1[C@@H]2C[C@@H]2CN1c1ncccc1[N+](=O)[O-]	17	4	-10	-1	nt	15	10
36	CO[C@H]1CN(C)C(=O)c2cc(NC(=O)Nc3cc(F)ccc3F)ccc2OC[C@@H](C)N(C(=O)c2cnccn2)C[C@H]1C	1	6	6	4	nt	-2	-2
37	O=C(C[C@H]1CC[C@H]2[C@@H](COC[C@@H](O)CN2S(=O)(=O)c2cccc(Cl)c2)O1)Nc1ccccc1	14	-3	-13	3	7	3	1
38	CCn1ncc(C2=NOC(C(=O)Nc3ccc4c(c3)OCO4)C2)c1C (configuration not stated)	-7	nt	-2	6	nt	nt	nt
39	COc1ccc(S(=O)(=O)Nc2ccc3c(c2)C(=O)N(C)C[C@@H](OC)[C@H](C)CN[C@@H](C)CO3)cc1	0	0	15	-5	-1	-5	2
40	CCOC(=O)c1cnc2c(c(C)nn2CC)c1NCCN1CCOCC1	nt	2	7	nt	0	nt	1
41	COc1ccc(CC(=O)OCC(=O)Nc2ccc3c(c2)OCO3)cc1OC	-3	-1	1	-2	2	-35	0
42	CC1C(=O)N2CCCc3cc(NC(=O)c4ccccc4F)cc1c32 (configuration not stated)	nt	1	-4	nt	1	9	5
43	CCOC(=O)C1=CCN(S(=O)(=O)c2cccc(Cl)c2)C1c1ccc(Cl)c(Cl)c1 (configuration not stated)	nt	-9	-2	nt	-1	20	-2
44	COC(=O)C[C@H]1C=C[C@H](NC(=O)Nc2ccccc2OC)[C@@H](CO)O1	nt	6	2	nt	nt	-4	-4
45	COc1cccc(-c2ccc3c(c2)[C@@H]2[C@@H](CCN2C(=O)c2cccc(F)c2)[C@@H](CO)N3)c1	-28	-1	-14	8	1	-15	-1
46	O=C(NCc1nc2ccccc2[nH]1)C1=C[C@@H](C2CCCCC2)C[C@@H](OCc2ccc(CO)cc2)O1	-20	-4&41	-13	-4	-1&-5	28	0&-3
47	CCCN(CC(=O)Nc1cc(C)on1)S(=O)(=O)c1cccc(C(F)(F)F)c1	-5	12	-6	-12	-1	12	0
48	COCC(=O)NC[C@H]1[C@H](c2ccccc2)[C@H](CO)N1C(C)=O	8	16	-20	1	3	-7	0
49	O=C(O)CC(CC(=O)O)n1cccc1	nt	4	nt	nt	0	-1	3
50	CN1C(=O)c2cc(NC(=O)c3cnccn3)ccc2OC[C@H]2O[C@@H](CC(=O)NC3CCC3)CC[C@@H]21	18	11	9	5	-2	0	2

(listing goes on)
cpd	molecule	C2C12 statin	S100A4 MyoIIA	FN deposition inh	esBAF inh	SIRT5 block	LGR2 antag	Casp6 inh
51	Cc1ccc(S(=O)(=O)N2[C@@H](c3ccccc3F)C(C(=O)O)=CC[C@H]2c2ccc3c(c2)OCO3)cc1	5	-8	4	13	-2	9	2
52	Cc1cc2c(c(=O)n1CCN(C)C)C(c1ccc(Cl)cc1)C(C#N)=C(N)O2 (configuration not stated)	30	0	-10	-7	-1	1	-4
53	Cc1cc(NC(=O)CCC(=O)N(c2ccccc2)C(C(=O)NC2CCCC2)c2ccccc2F)no1 (configuration not stated)	6	-14	-8	9	-2	0	3
54	C=CCc1ccc(OCc2ccc(C(=O)O)o2)c(OC)c1	nt	0	3	nt	-2	-109	8
55	CCOc1ccccc1NC(=O)CSc1nc2nc(-c3cccs3)cc(C(F)(F)F)c2c(=O)[nH]1	-7	-2	1	-4	-7	15	-2
56	CN(C1=NC(=O)C(CC(=O)Nc2ccc(Br)cc2)S1)c1ccc(O)cc1 (configuration not stated)	3	nt	3	-3	nt	nt	nt
57	CCCN1C[C@H](C)[C@H](OC)CN(C)C(=O)c2cc(NC(=O)Nc3ccccc3F)ccc2OC[C@@H]1C	-21	6	3	-32	5	-10	nt
58	CN(Cc1ccc(C(F)(F)F)cc1)C(=O)c1ccc(Oc2ccccc2)cc1	-7	-7	-4	0	-5	-4	-2
59	COCCNC(=O)C[C@H]1CC[C@H]2[C@@H](COc3ccc(NS(=O)(=O)c4ccc(Cl)cc4)cc3C(=O)N2C)O1	-10	-2	6	0	-1	-6	1
60	OC(COc1c(F)cc(Br)cc1F)CN1CCOCC1 (configuration not stated)	12	-7	-2	0	-5	7	-4
61	Cc1ccc(Sc2ncccc2C(=O)NCc2cc([N+](=O)[O-])ccc2O)c(C)c1	nt	5	8	nt	3	6	-13
62	CCC(=O)N1[C@H](CO)[C@H](c2ccccc2)[C@H]1CN(CC)C(=O)c1cccc(F)c1	-6	-9	nt	-7	7	9	5
63	COCCn1c(C(C)C)nc2oc3ccccc3c(=O)c2c1=O	12	nt	9	-3	nt	nt	nt
64	CCOc1ccc(-n2c(-c3ccc(OC)cc3)c[n+]3c2CCCCC3)cc1	nt	4	nt	nt	-5	14	-3
65	CCCCCC(=O)Nc1nnn(CCC)n1	3	nt	nt	-8	nt	-11	nt
66	COCCOC(=O)c1[nH]c2c(c1C)C(=O)CC(c1ccc(OC)c(OC)c1)C2 (configuration not stated)	-11	3	-3	-1	-6	-1	4
67	CCCCn1c(N)c(N(CCOC)C(=O)c2cnccn2)c(=O)[nH]c1=O	10	-1	-7	-4	14	5	3
68	O=C(C[C@@H]1CC[C@H](NC(=O)CC2CC2)[C@H](CO)O1)NCc1ccc(-c2ccccc2)cc1	7	6	-6	9	-6	4	0
69	COCC#Cc1ccc([C@@H]2[C@@H](CO)N3CCCCN(C(=O)CN(C)C)C[C@H]23)cc1	nt	-8	nt	nt	8	-19	1
70	O=C(OCCC1Oc2cccnc2NC1=O)c1ccc(F)cc1 (configuration not stated)	nt	7	nt	nt	1	-13	-3

4 compounds already listed, ordered by molar mass, smallest number first.
cpd	molecule	C2C12 statin	S100A4 MyoIIA	FN deposition inh	esBAF inh	SIRT5 block	LGR2 antag	Casp6 inh
65	CCCCCC(=O)Nc1nnn(CCC)n1	3	nt	nt	-8	nt	-11	nt
63	COCCn1c(C(C)C)nc2oc3ccccc3c(=O)c2c1=O	12	nt	9	-3	nt	nt	nt
67	CCCCn1c(N)c(N(CCOC)C(=O)c2cnccn2)c(=O)[nH]c1=O	10	-1	-7	-4	14	5	3
62	CCC(=O)N1[C@H](CO)[C@H](c2ccccc2)[C@H]1CN(CC)C(=O)c1cccc(F)c1	-6	-9	nt	-7	7	9	5

(list continues)
cpd	molecule	C2C12 statin	S100A4 MyoIIA	FN deposition inh	esBAF inh	SIRT5 block	LGR2 antag	Casp6 inh
71	COc1ncnc2c1ncn2CCCN(C)CCc1ccccn1	-10	1	10	-4	-4	-25	-3
72	COc1ccc(N(C(=O)c2cc3ccccc3oc2=O)C2C=CS(=O)(=O)C2)cc1 (configuration not stated)	8	10	6	-3	9	5	nt
73	Cc1cc(F)ccc1NS(=O)(=O)c1cccc2nsnc12	19	4	-2	-2	nt	16	0
74	O=C1CCCC/C1=C/Nc1cccc(C(F)(F)F)c1	nt	-5	13	nt	-3	-5	2
75	C1CCN(Cc2nnnn2C2CCCC2)CC1	0	nt	3	-4	nt	7	nt
76	Cc1cc2c(c(=O)o1)C1(C(=O)N(C)c3ccccc31)C(C#N)=C(N)O2 (configuration not stated)	26	nt	-2	1	nt	nt	nt

This is a subset. The share of hits here may be higher or lower than overall.
